M. tuberculosis HTS – M. tuberculosis growth inhibition, HTS (AID 449762) | M. tuberculosis H37Rv growth inhibition, 7H9 media; higher % means a stronger effect | one-dose inhibition, % at 25 µM; IC50 in µM for titrated hits | hit rate 0.59% among 330,000; in the data active = a potency from the dose series; inconclusive = inhibition above about 70% without an active follow-up result;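 note: bacterial growth assessed after seven days of incubation; strong numbers were not always called active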
PhoP GFP inhibition – PhoP regulon inhibitors, Salmonella typhi PhoP promoter GFP reporter, confirmatory (AID 1850); Salmonella Typhi PhoP-promoter GFP reporter, fluorescence, 4 h; higher % means a stronger effect; one-dose inhibition, % at 50 µM; IC50 in µM for titrated hits; hit rate 0.33% among 310,000; in the data active = a potency from the dose series; inconclusive = inhibition mostly from about 25% at the one dose, without a potency; inactive = the rest, 99 in 100 with inhibition below about 19%;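 note: 0% = induced wells with vehicle and 100% = uninduced wells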
inhibitors of VEEV – inhibitors of VEEV TC-83 cytopathic effect, confirmation, Vero cells (AID 588727); Vero cells, VEEV TC-83 cytopathic effect inhibition; higher % means a stronger effect; inhibition, % at 20 µM; hits with a dose series show IC50 in µM; hit rate 0.13% among 350,000; in the data active = a potency from the dose series; inconclusive = inhibition mostly from about 14% at the one dose, without a potency; inactive = the rest, 99 in 100 with inhibition below about 12%; note: strong numbers were not always called active
tuberculosis growth – growth inhibition of non-replicating M. tuberculosis (AID 488890) | hit rate 0.39% among 320,000 | Mycobacterium tuberculosis non-replicating, growth inhibition; higher % means a stronger effect | one-dose inhibition, % at 25 µM; IC50 in µM for titrated hits; in the data active = a potency from the dose series; inconclusive = inhibition mostly from about 82% at the one dose, without a potency; inactive = the rest, 99 in 100 with inhibition below about 76%;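 note: plate controls were DMSO cells for no effect and high antibiotic wells for full effect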
influenza NS1A – NS1A inhibition, H1N1 influenza, cell based functional assay (AID 504329) | NS1A functional cell-based assay, percent inhibition; higher % means a stronger effect | one-dose inhibition, % at 12.5 µM; IC50 in µM for titrated hits | hit rate 0.3% among 340,000; in the data active = a potency from the dose series; inconclusive = inhibition above about 27% without an active follow-up result; note: strong numbers were not always called active
inhibitors of VEEV 10K pilot screen – also measured in inhibitors of VEEV; calls as there; inhibition, %; measured here: 10K pilot screen inhibition
* marks the source's active call; other numbers are inactive results; i = inactive; ? = inconclusive; / = no result given. This is a random part of the collection (roughly 1.5% active in at least one column).

SMILES	M. tuberculosis HTS	PhoP GFP inhibition	inhibitors of VEEV	tuberculosis growth	influenza NS1A	others
Cc1ccc(O)c(-c2cc(-c3ccccc3[N+](=O)[O-])[nH]n2)c1	7%	-18%	7.4%	-18%	0%
Brc1cccc(OCCCNC2CCCC2)c1	-6%	11%	i	1%	-5%
Cc1cccc(N2CCN(CC(=O)N(C3CCCC3)C3CCS(=O)(=O)C3)CC2)c1C (stereo unspecified)	1%	/	3.7%	17%	-14%
O=C(CNC(=O)c1ccccc1Br)N/N=C/c1cccs1	1%	-15%	1.0%	8%	14%
Cc1ccc2cc(C#N)c(N3CCN(C(=O)c4ccccc4)CC3)nc2c1	22%	1%	2.1%	68%	-7%
CSCCC(NC(=O)c1ccco1)C(=O)NC1CCC(C)CC1 (stereo unspecified)	-5%	/	1.6%	6%	-7%
O=C(NNC(=O)c1ccccc1Br)c1ccc(SCC2CCCO2)c([N+](=O)[O-])c1 (stereo unspecified)	-16%	1%	1.0%	9%	-4%
O=C(Cc1c2ccccc2nc2ccccc12)c1ccccc1	9%	-13%	2.2%	-4%	-13%
COc1cccc(S(=O)(=O)NCc2ccc(C(=O)Nc3ccc(Cl)c(Cl)c3)cc2)c1	4%	-10%	1.6%	-13%	6%
COc1ccc(CNC(=O)C2CCN(S(=O)(=O)c3ccc4c(c3)C(C)(C)C(=O)N4C)CC2)cc1	-8%	5%	0.3%	-15%	4%
Clc1cncc(Cl)c1N/N=C/c1ccncc1	-3%	0%	1.6%	-7%	-2%
C=CC1CN(CC(=O)OC)S(=O)(=O)c2ccccc21 (stereo unspecified)	1%	-32%	0.7%	-6%	-8%
CNc1nc(N/N=C/c2ccc([N+](=O)[O-])cc2)nc(Nc2ccccc2)n1	7%	10%	13%	-5%	-13%
O=C1C2CCCN2C(=S)N1c1cc(Cl)ccc1Cl (stereo unspecified)	/	/	i	/	-13%
CCOC(=O)C1=NN(C(=O)Cc2ccccc2)C(O)(C(C)(C)C)C1 (stereo unspecified)	7%	-10%	0.0%	15%	5%
CCn1cc(C(=S)N2CCC(C(N)=O)CC2)c2ccccc21	5%	16%	1.0%	-6%	1%
O=C(CN1CCN(S(=O)(=O)c2ccc(Cl)cc2)CC1)Nc1ccc(N2CCOCC2)cc1	0%	-1%	1.5%	-4%	1%
COc1ccc(OCc2nnc(NC(=O)Nc3ccc(F)cc3)s2)cc1	10%	-7%	1.7%	-3%	-7%	inhibitors of VEEV 10K pilot screen=3.2
Cc1cc(Br)ccc1NC(=O)c1sc2ncn(CC(=O)N3CCN(c4ccccn4)CC3)c(=O)c2c1C	3%	-7%	8.2%	1%	-11%
Cc1cc(C)c2c(n1)SCC(=O)N2CC(=O)Nc1ccccc1Cl	-5%	2%	0.4%	16%	-1%
CCO/C(C)=N/n1c2nc3ccccc3nc2c2c(=O)n(C3CCCC3)c(C)nc21	-4%	2%	7.9%	-7%	-11%
CC(=O)Oc1ccc(/C=C2/CCc3ccccc3C2=O)cc1	15%	-6%	3.2%	29%	17%
CN(C)c1ccnc2sc(C(N)=O)c(N)c12	-5%	12%	3.0%	-3%	-6%
CCOC(=O)N/N=C/c1cc(OC)c(O)c(OC)c1	-3%	-5%	1.5%	-16%	-7%
CC(C)CCn1c(=O)c2sccc2n2c(CCCC(=O)N3CCN(c4ccccn4)CC3)nnc12	0%	11%	7.0%	14%	0%

Next part
SMILES	M. tuberculosis HTS	PhoP GFP inhibition	inhibitors of VEEV	tuberculosis growth	influenza NS1A	others
O=C(CN1CCCc2ccccc21)NC(=O)NCc1ccccc1	-3%	9%	0.7%	26%	23%
Cc1ccc(S(=O)(=O)NC(=O)Nn2c(C)nnc2C)cc1	-6%	3%	3.3%	-12%	-3%
CCOc1ccccc1-c1nc2c(C(C)(C)C)nn(C)c2c(=O)[nH]1	-12%	0%	/	-7%	/
CSc1ccccc1OCc1cc(C(=O)NC(C)c2cnn(C)c2)no1 (stereo unspecified)	-6%	-14%	4.3%	-8%	24%
Clc1ccc(C=Cc2ccccn2)cc1	/	/	1.1%	/	-4%
CC(=O)c1cccc(NC(=O)CSc2ccc(-c3sc(C)nc3C)nn2)c1	-2%	-6%	7.2%	58%	-5%
CCC1Oc2ccccc2N(CC(=O)NCc2cccs2)C1=O (stereo unspecified)	44%	12%	i	20%	-4%
CC[N+]1(CC)CC2CCC(C)(C1)C2(C)C (stereo unspecified)	7%	-2%	i	3%	1%
COc1ccc(OC)c(NC(=O)C2=C(C)Nc3ncnn3C2c2cccs2)c1 (stereo unspecified)	-6%	-7%	9.4%	6%	1%
COc1cccc(NC(=O)Cn2c3ccccc3c3nc4n(c(=O)c32)CCS4)c1	-2%	11%	13%	-5%	-1%
O=[N+]([O-])c1cccc(-c2noc3c2-c2nc(Cc4cccc5ccccc45)sc2CC3)c1	-5%	1%	0.1%	-9%	15%
CC(Sc1nnc(-c2ccccc2Br)o1)C(=O)N1CCOCC1 (stereo unspecified)	3%	0%	4.3%	47%	-8%
O=C(COc1ccc(Cl)cc1)NCCCNC(=O)c1ccncc1	8%	13%	i	-1%	2%
CCc1cc(SC#N)cc(CC)c1NC(=O)CCl	4%	-5%	14%	79%	-3%
CC1CCCC(NC(=O)COC(=O)COc2ccc(Br)cc2)C1C (stereo unspecified)	11%	/	1.7%	58%	-3%
COc1ccccc1/C=C(/C(=O)OCC(=O)Nc1ccc(N(C)C)cc1)c1ccccc1	6%	-4%	1.6%	15%	10%
NCCCC[C@@H]1NC(=O)[C@H](CCC(=O)O)NC(=O)c2cc([N+](=O)[O-])cc(I)c2SC[C@@H](C(=O)NCC(N)=O)NC1=O	-9%	0%	0.6%	4%	-6%
COC(=O)C1=C(C)Nc2c(c(=O)n(C)c(=O)n2C)C1c1cccnc1 (stereo unspecified)	0%	-4%	i	26%	-6%	inhibitors of VEEV 10K pilot screen=0.6
CC1C(Br)C(=O)NC(=O)N1Cc1ccccc1 (stereo unspecified)	2%	-5%	i	7%	4%
CCOC(=O)c1c(C)n(C)c2ccc(OCC(O)CN3CCCCCC3)cc12 (stereo unspecified)	-15%	/	i	9%	3%
Cc1ccc(-c2noc(CCC(=O)NCC3CCN(Cc4cccc(C)c4)CC3)n2)cc1	0%	1%	0.8%	33%	0%
C=C(C=O)CC1CC(O)[C@]2(C)OC3CC4OC5C[C@]6(C)O[C@]7(C)CCC8OC9C[C@]%10(C)OC%11C(C)=CC(=O)OC%11CC%10OC9C[C@@H](C)C8OC7CC6O[C@]5(C)CC5OC5C4OC3CC2O1 (stereo partly specified)	32%	9%	i	78%	-1%
CC(=O)Nc1ccc(CN2CCC(Oc3ccc(C(=O)N4CCCC4)cc3)CC2)cc1	0%	-1%	i	14%	-9%
COc1ccc(NC(=O)Cn2nnc(C(=O)NCCc3ccc(OC)c(OC)c3)c2N)c(OC)c1	-4%	-4%	0.8%	2%	-2%
Cc1nc2cc(Cl)ccc2n1CCO	3%	0%	1.4%	-3%	5%

Following part:
SMILES	M. tuberculosis HTS	PhoP GFP inhibition	inhibitors of VEEV	tuberculosis growth	influenza NS1A	others
C/C(N)=C(/C#N)C(=O)CSc1nnc(NC(C)C)s1	1%	0%	0.6%	-4%	0%
O=C(CN1CCCCC1)N1CCN(c2ccccc2)CC1	0%	-6%	i	-19%	-20%
Cn1c(CNC(=O)CNC(=O)Cc2ccccc2)cc(=O)n(C)c1=O	6%	9%	4.3%	3%	-3%
O=c1c2ccccc2ncn1-c1ccccc1C(F)(F)F	2%	-8%	0.1%	-27%	10%
Cc1cccc(CCNC(=O)C2CCC(=O)N(Cc3ccccc3F)C2)n1 (stereo unspecified)	-31%	0%	0.2%	0%	-2%
COc1ccc(C(=O)N2CCOC2CNC(=O)C(=O)NCCc2ccc(OC)c(OC)c2)cc1 (stereo unspecified)	-7%	-6%	1.8%	-1%	10%
CC(OC(=O)CN1C(=O)NC2(CCCCC2C)C1=O)c1ccccc1 (stereo unspecified)	10%	/	2.7%	19%	-5%
COc1cc(C(C)=O)ccc1OCCN1CCC(Cc2ccccc2)CC1	-11%	13%	i	9%	1%
COc1ccc(C2=NN(C(=O)CCC(=O)O)C(c3ccc([N+](=O)[O-])cc3)C2)cc1 (stereo unspecified)	-2%	-3%	0.9%	-3%	-1%
Cc1ccc2nc(-c3cccnc3)c(Nc3ccccc3C)n2c1	4%	5%	2.4%	-4%	-1%
CCn1c(SCC(=O)N2CCCc3ccccc32)nc2c1c(=O)n(C)c(=O)n2C	-10%	6%	1.5%	3%	5%
CS(=O)(=O)c1ccc(NC(=O)CCN2C(=O)NC3(CCCC3)C2=O)cc1	-11%	/	0.9%	-6%	-13%
O=C(/C=C/c1c(F)cccc1Cl)NCCCN1CCOCC1	-2%	-5%	4.9%	-2%	14%
COCCn1c(N)c(N(Cc2ccccc2)C(=O)C2CCCCC2)c(=O)[nH]c1=O	2%	9%	0.9%	-2%	5%
COC(=O)CN(c1ccccc1F)S(=O)(=O)c1ccccc1	-10%	1%	1.7%	-3%	-52%
CCSc1nnc(NC(=O)c2cc(C)nc3ccccc23)s1	43%	-11%	1.1%	56%	4%
COc1ccc(CCNC(=O)C2CCC(C(C)(C)C)CC2)cc1OC (stereo unspecified)	9%	-5%	5.0%	30%	-8%
CCCCN(C(=O)c1ccc(C)cc1)c1c(N)n(CCC)c(=O)[nH]c1=O	8%	7%	1.9%	-7%	-6%
COc1cccc(C(=O)c2c[nH]c(C(=O)NCc3cccnc3)c2)c1	-6%	10%	1.9%	4%	8%
O=C(O)/C=C/C(=O)Nc1ccc(OC(F)(F)F)cc1Br	-6%	3%	i	-10%	-1%
O=C(NNc1c(F)c(F)cc(F)c1F)C1CCN(S(=O)(=O)c2ccccc2F)CC1	-2%	/	3.3%	18%	-5%
O=c1[nH]c2ccc(S(=O)(=O)NCc3ccccc3)cc2[nH]1	2%	8%	1.5%	1%	-1%
O=C(Nc1ccc(F)cc1F)N1CCCN(CCOc2ccccc2)CC1	0%	3%	i	1%	/
O=C(c1ccco1)N1CCN(/C(=N/S(=O)(=O)c2cccs2)c2ccccc2Cl)CC1	-4%	-4%	2.2%	-11%	-14%
C=CCc1cc(C)ccc1OCCCn1ccnc1	32%	-3%	0.4%	/	-18%

(list continues)
SMILES	M. tuberculosis HTS	PhoP GFP inhibition	inhibitors of VEEV	tuberculosis growth	influenza NS1A	others
Cc1nc(SCC(=O)N2CCN(c3ccccc3)CC2)c2oc3ccccc3c2n1	?	4%	11%	47%	8%
Cc1ccc(S(=O)(=O)CC(=O)N2CCN(c3ccccc3F)CC2)cc1	4%	-7%	i	6%	3%
Cc1ccc(Nc2nc3ccccc3s2)c(C)c1	15%	-4%	4.8%	56%	-1%
COc1cccc(N2CC(C(=O)Nc3nnc(SCc4cccnc4)s3)CC2=O)c1 (stereo unspecified)	-9%	-17%	0.5%	-4%	2%
CC(=O)c1cccc(Nc2nc3ccccc3n3cnnc23)c1	5%	1%	9.6%	-3%	-7%
COc1nnc(-c2ccc(N3CCOCC3)c(NC(=O)c3ccccc3)c2)c2ccccc12	-12%	7%	6.0%	15%	9%
Cc1oc(-c2cccc(Cl)c2)nc1CSc1nc2c(c(=O)[nH]1)CCC2	-11%	2%	3.6%	/	4%
CN(C(=O)COC(=O)CSc1ccc(C(N)=O)cc1[N+](=O)[O-])C1CCS(=O)(=O)C1 (stereo unspecified)	3%	-4%	1.4%	-3%	-2%
S=c1[nH]nc(-c2ccc(Cl)cc2)n1/N=C/c1cccs1	19%	10%	0.7%	-18%	/
CCN(C(=O)COC(=O)c1cc(-c2cccc3ccccc23)nc2ccccc12)C1CCS(=O)(=O)C1 (stereo unspecified)	-9%	-10%	9.3%	-10%	-2%
